High-throughput results as filed in PubChem.
All columns: NCI-60 one-dose screen, growth in % after 48 h at 10 µM unless noted; 100 = growth as untreated, 0 = no growth, -100 = all killed.
HCT-15: HCT-15 colon cancer | AID 1794746 | 5.2% of 82,000 active
NCI-H322M: NCI-H322M lung cancer. AID 1794733. 2.7% of 80,000 active
NCI-H226: NCI-H226 lung cancer; AID 1794732; 3.5% of 79,000 active
NCI-H23: NCI-H23 lung cancer; 4% of 80,000 active; AID 1794731
NCI/ADR-RES: NCI/ADR-RES ovarian cells; 4.4% of 81,000 active; AID 1794790
NCI-H460: NCI-H460 lung cancer | 6.8% of 82,000 active
HCT-116: HCT-116 colon cancer. 7.3% of 82,000 active. AID 1794798
NCI-H522: NCI-H522 lung cancer. 8% of 78,000 active. AID 1794739
COLO 205: COLO 205 colon cancer; AID 1794742; 7.3% of 79,000 active
Active calls of the source: *; / = no result given. How the source made its calls: active means growth percent below 10; inactive means the rest.

1. Cc1ccc(-c2nc(/C=C/C(=O)c3ccc(F)cc3)co2)cc1
2. CCn1c(SCC(=O)c2ccc(Br)cc2)nnc1-c1cc2c([nH]c3ccccc32)c(-c2cccc(O)c2)n1
3. COc1cc(Br)c(C(Br)C#N)cc1OC (stereo not given)
4. CC(=O)N(NC(=O)c1ccccn1)C(C)=O
5. CCCCC(=O)Nc1nc2ccc(SCCC)cc2s1
6. CNCc1cccc2c1OCCOCCOCCNS(=O)(=O)c1ccc(cc1)-c1cnc(N)c(n1)C(=O)N2

Assay by compound,1,2,3,4,5,6
HCT-15,97,56,100,100,44,90
NCI-H322M,101,79,105,/,82,46
NCI-H226,84,94,99,101,50,25
NCI-H23,95,85,102,/,69,37
NCI/ADR-RES,100,81,106,106,13,108
NCI-H460,99,68,101,107,32,9.4*
HCT-116,97,70,104,96,31,7.2*
NCI-H522,67,49,105,101,29,9.7*
COLO 205,99,108,108,112,52,-19*

7. Oc1cccc(/C=N\Nc2ccccn2)c1
8. CC(C)(C)[Si](C)(C)OC1[C@@H](O[Si](C)(C)C(C)(C)C)[C@@H](CNC(=O)NC(=O)C(F)(F)F)O[C@H]1n1cnc2c(NC(=O)Nc3ccccc3)ncnc21 (stereo not given in full)
9. N#Cc1ccc(OCc2cn(CC(=O)Nc3nc4ccccc4s3)nn2)cc1
10. CCCC(O)C(C)(C(=O)O)c1ccccc1 (stereo not given)
11. CCOC(=O)C(CO)NC(=O)C1(NC(C)=O)CCCC1 (stereo not given)
12. c1ccc(N(CSc2nc3ccccc3s2)c2ccccc2)cc1

Assay by compound,7,8,9,10,11,12
HCT-15,105,70,109,103,111,94
NCI-H322M,96,98,/,91,96,107
NCI-H226,105,/,101,92,109,86
NCI-H23,99,86,102,99,111,92
NCI/ADR-RES,111,85,106,97,112,92
NCI-H460,110,36,102,110,112,107
HCT-116,108,57,100,98,107,91
NCI-H522,92,/,92,100,84,89
COLO 205,123,92,110,98,106,118

13. C=CCC(=O)N[C@@H](CO)Cc1ccc(-c2cc(Cl)cc(Cl)c2)cc1
14. Cc1ccc(O)c(C(C)c2ccccc2)c1 (stereo not given)
15. CCNS(=O)(=O)c1ccc(C)cc1
16. CCOC(=O)c1cc(-c2ccc(Cl)cc2)n(-c2ccc(S(N)(=O)=O)cc2)n1
17. O=C1NCC2CCCC1C2 (stereo not given)
18. C/C(=N\NC(=O)CSc1nc2ccccc2c(=O)n1CCc1ccc(S(N)(=O)=O)cc1)c1cccnc1

Assay by compound,13,14,15,16,17,18
HCT-15,95,103,98,92,104,98
NCI-H322M,93,102,102,89,97,95
NCI-H226,87,104,103,104,104,95
NCI-H23,95,99,100,95,105,91
NCI/ADR-RES,102,101,108,103,106,97
NCI-H460,100,106,101,101,120,101
HCT-116,88,105,113,94,101,102
NCI-H522,104,103,114,85,90,78
COLO 205,108,116,113,102,119,115

19. C=CCN1C(=O)/C(=C/c2ccccc2)SC1=Nc1ccc(Cl)c(Cl)c1
20. O=C1/C(=C/c2cn(-c3ccccc3)nc2-c2cccc([N+](=O)[O-])c2)SC(=S)N1Cc1ccc2c(c1)OCO2
21. COc1cc(C)ccc1Oc1nc(Nc2ccc(N3CCOCC3)cc2)ncc1N=Cc1cc(Cl)cc(Cl)c1
22. COc1cc(-c2nn(-c3cccc(NC(=O)CCN4CCN(c5ccccc5)CC4)c3)cc2-c2ccncc2)ccc1Cl
23. O=[N+]([O-])c1ccc2nc3c4ccccc4c4ccccc4c3nc2c1
24. CCN(CC)C(=O)Cn1ccc(NC(C)=O)nc1=O

Assay by compound,19,20,21,22,23,24
HCT-15,84,110,86,21,81,100
NCI-H322M,103,97,/,/,93,103
NCI-H226,/,118,63,48,42,100
NCI-H23,94,107,71,25,82,95
NCI/ADR-RES,99,118,67,21,59,105
NCI-H460,102,105,38,6.9*,68,104
HCT-116,85,102,39,12,34,101
NCI-H522,81,99,54,10,67,100
COLO 205,/,112,77,-37*,71,119

Profiles, quoted from the list. Order of screens: HCT-15, NCI-H322M, NCI-H226, NCI-H23, NCI/ADR-RES, NCI-H460, HCT-116, NCI-H522, COLO 205
Record of CCN(CC)C(=O)Cn1ccc(NC(C)=O)nc1=O = 100, 103, 100, 95, 105, 104, 101, 100, 119
Record of O=C1/C(=C/c2cn(-c3ccccc3)nc2-c2cccc([N+](=O)[O-])c2)SC(=S)N1Cc1ccc2c(c1)OCO2 = 110, 97, 118, 107, 118, 105, 102, 99, 112
Record of COc1cc(-c2nn(-c3cccc(NC(=O)CCN4CCN(c5ccccc5)CC4)c3)cc2-c2ccncc2)ccc1Cl = 21, /, 48, 25, 21, 6.9*, 12, 10, -37*
Record of COc1cc(C)ccc1Oc1nc(Nc2ccc(N3CCOCC3)cc2)ncc1N=Cc1cc(Cl)cc(Cl)c1 = 86, /, 63, 71, 67, 38, 39, 54, 77
Record of C=CCN1C(=O)/C(=C/c2ccccc2)SC1=Nc1ccc(Cl)c(Cl)c1 = 84, 103, /, 94, 99, 102, 85, 81, /

Later entries.
25. O=C(O)c1cc2cc(OCc3ccccc3)ccc2[nH]1
26. CCOC(=O)c1sc(NC(=O)c2ccc(OC)cc2)nc1C
27. O=C(OCCc1ccccc1)c1ccccc1O
28. CCCCCCCCOc1ccc(/C=N/Nc2cc(C)nc3ccc(Br)cc23)cc1
29. COc1ccc(C(=O)CSc2n[nH]c(-c3ccncc3)n2)cc1
30. CC(=O)c1ccc2ccccc2c1

Assay by compound,25,26,27,28,29,30
HCT-15,92,89,108,21,100,107
NCI-H322M,99,94,98,96,98,118
NCI-H226,107,96,100,97,99,105
NCI-H23,103,100,110,82,103,110
NCI/ADR-RES,109,99,120,65,102,110
NCI-H460,98,87,110,16,108,103
HCT-116,100,83,96,6.5*,99,96
NCI-H522,90,82,97,72,92,86
COLO 205,94,94,110,84,110,116

31. CC(=O)N1N=C(c2ccc(Nc3ccnc4cc(Cl)ccc34)cc2)CC1c1ccc(Cl)cc1 (stereo not given)
32. O=C(Cn1cc(CN2CCCC2)nn1)Nc1ccc2c(ccn2Cc2ccccc2)c1
33. NC(=O)Nc1ccc(C(=O)O)cc1
34. O=P(CSCCO)(c1ccccc1)c1ccccc1
35. NCC(=O)OCc1ccccc1
36. Cc1cc2c(O)c(-c3cc(Cl)ccc3Cl)c3sc(=O)oc3c2cc1C

Assay by compound,31,32,33,34,35,36
HCT-15,30,96,101,114,105,75
NCI-H322M,96,100,96,110,100,90
NCI-H226,75,93,96,97,96,58
NCI-H23,68,108,89,107,98,44
NCI/ADR-RES,23,116,101,105,98,85
NCI-H460,63,107,109,104,104,34
HCT-116,56,99,111,116,90,36
NCI-H522,24,90,58,101,97,26
COLO 205,85,99,105,105,115,112

37. O=[N+]([O-])c1ccc(Cl)c(C(F)(F)F)c1
38. Nc1cc(Br)cc([N+](=O)[O-])c1O
39. Cc1cc2nc(C(Cl)Cl)nc(-c3cccnc3)n2n1
40. COc1ccc(C/C(C)=C(\c2ccc(OCCCN(C)C)cc2)c2ccc(OC(=O)C3CCCCC3)cc2)cc1
41. COc1cc2c(c(OC)c1OC)=NC(=O)/C(=C\c1sc(Nc3ccc(S(N)(=O)=O)cc3)nc1O)C=2
42. Nc1cccc([N+](=O)[O-])c1C(=O)O

Assay by compound,37,38,39,40,41,42
HCT-15,109,99,82,109,103,105
NCI-H322M,142,103,95,99,105,103
NCI-H226,110,112,99,98,103,95
NCI-H23,101,100,77,97,105,97
NCI/ADR-RES,99,107,89,98,109,100
NCI-H460,107,107,98,105,115,109
HCT-116,107,106,98,90,93,101
NCI-H522,47,97,99,81,85,86
COLO 205,100,108,90,115,113,112

43. CCOC(=O)c1c(C)n2c(=O)cc(C)c3c(OC(C)=O)c(OC(C)=O)cc1c32
44. COc1ccc(C(=O)C2C(c3ccc(Br)cc3)C3CCCN3C23C(=O)c2ccccc2C3=O)cc1 (stereo not given)
45. CC1=NN(c2ccccc2)C(=O)C1C(=O)c1ccccc1 (stereo not given)
46. CC1=CSc2ncnc3ncn1c23
47. CCN(CC)C(=O)/C(C)=C(\C)c1ccccc1
48. COC(=O)CC[C@@H]1O[C@@H](c2cccc(C(F)(F)F)c2)C[C@H]1O

Assay by compound,43,44,45,46,47,48
HCT-15,41,98,108,103,106,107
NCI-H322M,80,89,110,111,110,103
NCI-H226,102,85,93,94,107,100
NCI-H23,75,98,98,101,98,104
NCI/ADR-RES,33,87,101,110,105,109
NCI-H460,41,102,108,105,102,103
HCT-116,23,95,98,101,99,113
NCI-H522,55,88,99,/,98,101
COLO 205,74,105,106,106,109,100

Ordered by molecular weight (smallest number first): 3 of the compounds above.
47. CCN(CC)C(=O)/C(C)=C(\C)c1ccccc1
48. COC(=O)CC[C@@H]1O[C@@H](c2cccc(C(F)(F)F)c2)C[C@H]1O
44. COc1ccc(C(=O)C2C(c3ccc(Br)cc3)C3CCCN3C23C(=O)c2ccccc2C3=O)cc1 (stereo not given)

Assay by compound,47,48,44
HCT-15,106,107,98
NCI-H322M,110,103,89
NCI-H226,107,100,85
NCI-H23,98,104,98
NCI/ADR-RES,105,109,87
NCI-H460,102,103,102
HCT-116,99,113,95
NCI-H522,98,101,88
COLO 205,109,100,105

Quoted at random: four entries already listed
44. COc1ccc(C(=O)C2C(c3ccc(Br)cc3)C3CCCN3C23C(=O)c2ccccc2C3=O)cc1 (stereo not given)
48. COC(=O)CC[C@@H]1O[C@@H](c2cccc(C(F)(F)F)c2)C[C@H]1O
43. CCOC(=O)c1c(C)n2c(=O)cc(C)c3c(OC(C)=O)c(OC(C)=O)cc1c32
45. CC1=NN(c2ccccc2)C(=O)C1C(=O)c1ccccc1 (stereo not given)

Assay by compound,44,48,43,45
HCT-15,98,107,41,108
NCI-H322M,89,103,80,110
NCI-H226,85,100,102,93
NCI-H23,98,104,75,98
NCI/ADR-RES,87,109,33,101
NCI-H460,102,103,41,108
HCT-116,95,113,23,98
NCI-H522,88,101,55,99
COLO 205,105,100,74,106

Going on with the list.
49. N/C(=N\OC(=O)CSc1nc2ccccc2s1)c1ccccc1
50. C=C1C(=O)O[C@H]2[C@H]1CC/C(COC(=O)/C=C\C(=O)NCc1ccc(Cn3c(=O)sn(CCCCl)c3=O)cc1)=C\CC[C@@]1(C)O[C@@H]21
51. CCCCN1C(=O)/C(=c2\sc3n(c2=O)C2C(NN=3)N(CC)C(=O)N2CC)c2cc(Cl)ccc21 (stereo not given)
52. NC(=O)C1(Nc2ccccc2)CCCC1
53. CCOC(=O)c1cc(-c2ccc([N+](=O)[O-])cc2)n(-c2ccc(C(=O)O)c(O)c2)c1C
54. CC(=O)NC(=O)NCN1CCOCC1

Assay by compound,49,50,51,52,53,54
HCT-15,94,31,44,104,50,101
NCI-H322M,94,107,96,112,103,105
NCI-H226,90,93,90,98,83,102
NCI-H23,93,84,/,107,59,97
NCI/ADR-RES,99,94,79,106,58,107
NCI-H460,111,93,78,124,65,104
HCT-116,96,27,57,105,49,99
NCI-H522,91,-12*,46,99,9.5*,97
COLO 205,106,4.7*,114,119,99,101

55. CN1CCc2c(sc3nc4n(-c5ccc(Cl)cc5)c(=O)c(=O)[nH]n4c(=O)c23)C1
56. CC(C)(C)OC(=O)NNc1ccc2cccc(O)c2n1
57. CC(C)=NNC(=O)CC(=O)NN=C(C)C
58. COc1cc(/C=C/C(=O)c2cc(OC)c(OC)c(OC)c2)ccc1OCc1ccccc1

Assay by compound,55,56,57,58
HCT-15,103,30,105,13
NCI-H322M,/,93,/,45
NCI-H226,90,91,112,49
NCI-H23,92,92,109,/
NCI/ADR-RES,100,32,114,14
NCI-H460,/,92,107,22
HCT-116,94,78,108,6.7*
NCI-H522,75,82,97,49
COLO 205,108,110,113,93
